Assay outcomes from PubChem.
Neddyl block – inhibitors of cullin neddylation, primary screen, biochemical, TR-FRET, uHTS, NAE and Ubc12 | calls only at 25 µM | 360,000 compounds, 0.58% hits | NEDD8-conjugating enzyme Ubc12 (Homo sapiens) + NEDD8-activating enzyme E1 regulatory … | AID 651699, 2012; in the data active = inhibition above about 36%
Target sequence (P61081 whole entry, looked up): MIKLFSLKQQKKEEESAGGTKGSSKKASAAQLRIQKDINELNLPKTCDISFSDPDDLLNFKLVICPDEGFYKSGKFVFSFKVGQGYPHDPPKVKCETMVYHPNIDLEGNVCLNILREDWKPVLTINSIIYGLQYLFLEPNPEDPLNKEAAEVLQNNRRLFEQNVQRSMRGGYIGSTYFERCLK
Target sequence (Q13564 whole entry, looked up): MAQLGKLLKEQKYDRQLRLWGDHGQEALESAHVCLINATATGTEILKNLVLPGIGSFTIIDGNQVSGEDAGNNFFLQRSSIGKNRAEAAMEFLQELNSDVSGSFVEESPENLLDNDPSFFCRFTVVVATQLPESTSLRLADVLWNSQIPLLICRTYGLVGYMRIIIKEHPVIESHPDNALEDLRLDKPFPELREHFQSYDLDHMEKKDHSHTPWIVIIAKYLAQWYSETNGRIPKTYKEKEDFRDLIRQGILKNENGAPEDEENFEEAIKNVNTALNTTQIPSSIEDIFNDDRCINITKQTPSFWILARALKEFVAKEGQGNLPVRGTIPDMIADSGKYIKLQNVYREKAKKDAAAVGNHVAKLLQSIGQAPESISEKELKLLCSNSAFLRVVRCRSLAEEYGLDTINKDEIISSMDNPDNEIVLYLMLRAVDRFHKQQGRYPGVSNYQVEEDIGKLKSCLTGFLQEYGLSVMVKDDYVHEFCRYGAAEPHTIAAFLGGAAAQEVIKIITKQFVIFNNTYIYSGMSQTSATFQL
SKN-1 inh – suppressors of acrylamide-induced Pgst-4::GFP reporter in worms, primary screen, SKN-1 inhibitor project, whole organism, uHTS, GFP/RFP fluorescence ratio, strain VP596; C. elegans VP596 Pgst-4::GFP/RFP ratio, 24 h; inhibition, % at 21.8 µM; AID 624304, 2012; 360,000 compounds, 0.49% hits;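 active = interference check ratio from 0.5 to 1.5 plus GFP to RFP signal ratio inhibition reaching or exceeding a fixed threshold, cut at about 30% in these data, passing the limit was not always enough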; also: some compounds called inactive have numbers as strong as hits
STEP inh – STEP phosphatase inhibitors, primary screen, biochemical, fluorescence intensity, uHTS; inhibition, % at 20 µM; 360,000 compounds, 0.25% hits; AID 588621, 2011; Tyrosine-protein phosphatase non-receptor type 5 (Homo sapiens), P54829; recombinant STEP, OMFP fluorogenic substrate;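 active = inhibition at 20 µM, scaled per plate between control wells, above about 37%, limit read from the data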;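 also: 0% = DMSO with enzyme and substrate and 100% = substrate only without enzyme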
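Assay system: isolated STEP enzyme / Timing: 20 min at room temperature, dark / Doses: 20 µM, 1% DMSO / Technique: fluorescence intensity, excitation 480 nm, emission 540 nm / Reagent: fluorogenic phosphatase substrate OMFP at 25 µM final / Measure: percent inhibition scaled to no-enzyme and uninhibited-enzyme controls, plate-pattern corrected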
Tb MetRS inh – T. brucei MetRS inhibitors, primary screen, biochemical, luminescence | 360,000 compounds, 0.4% hits | inhibition, % at 11.9 µM | AID 624268, 2012 | purified T. brucei MetRS, ATP depletion, Kinase-Glo luminescence;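 active = inhibition above a per-plate cutoff of the control wells' mean inhibition plus 3 SD, cut at about 5.5% in these data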;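 also: 0% = DMSO wells median and 100% = median of wells with control inhibitor compound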
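Material – parasite MetRS enzyme · Medium – HEPES-MgCl2-KCl buffer plus DTT, spermine, BSA, pyrophosphatase · Reagent – ATP, methionine and E. coli bulk tRNA substrates · Times – 15 min enzyme-compound preincubation, 2 h reaction, 10 min detection, 25 °C · Measured by – luminescence of leftover ATP · Evaluation – percent inhibition relative to median high and low control wells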
LMPTP inh – LMPTP phosphatase inhibitors, primary screen, biochemical, fluorescence intensity, uHTS | recombinant LMPTP-A, OMFP fluorogenic substrate | Low molecular weight phosphotyrosine protein phosphatase (Homo sapiens), P24666 | inhibition, % at 20 µM | 360,000 compounds, 0.22% hits;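 active = compounds that cut the enzyme signal by at least half of the control window in the single-dose screen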;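 also: plate controls were DMSO wells with enzyme plus substrate for no effect and substrate without enzyme for full effect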
Target sequence (P24666 whole entry, looked up): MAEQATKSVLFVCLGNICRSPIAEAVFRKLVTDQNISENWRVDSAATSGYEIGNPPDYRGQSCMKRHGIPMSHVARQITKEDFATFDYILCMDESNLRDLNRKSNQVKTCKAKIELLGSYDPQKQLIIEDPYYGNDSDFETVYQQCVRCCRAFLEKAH
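Test system – LMPTP-A phosphatase enzyme · Quantity – 0.625 nM LMPTP-A final · Reagent – OMFP substrate, 400 µM final · Dosing – one test concentration per compound, 20 µM, with 3% DMSO overall · Timing – 50 min enzyme reaction at room temperature, protected from light · Detection – fluorescence intensity · Controls – substrate-only low control, DMSO enzyme-plus-substrate high control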
SUMO1-SIM PPI – modulators of SUMO1 protein-protein interactions, primary screen, biochemical, uHTS; 360,000 compounds, 0.33% hits; AID 602429, 2012; inhibition, % at 20 µM; Small ubiquitin-related modifier 1 (Homo sapiens), P63165; SUMO1 binding to a labelled peptide, TR-FRET, 1 h; in the data active = inhibition above about 37%
DNMT1 inh – human DNMT1 methyltransferase inhibitors, primary screen, biochemical, molecular beacon, fluorescence, HinP1I cleavage, uHTS | inhibition (reported as % activation of signal), % at 10 µM | AID 588458, 2011 | DNA (cytosine-5)-methyltransferase 1 (Homo sapiens), P26358 | 360,000 compounds, 0.83% hits; in the data active = inhibition above about 50%
CendR NRP1 mod – modulators of CendR peptide binding to NRP-1, primary screen, biochemical, fluorescence polarization, uHTS. Neuropilin-1 (Homo sapiens), O14786. FAM-RPARPAR peptide binding to NRP-1. inhibition, % at 25 µM. 360,000 compounds, 0.85% hits. AID 602438, 2012;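 active = inhibition or corrected inhibition above about 18%, plus a signal ratio from 0.5 to 1.5, limit read from the data, passing the limit was not always enough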; also: strong numbers were not always called active
Scp1 inh – Scp-1 phosphatase inhibitors, primary screen, biochemical, colorimetric, uHTS; 340,000 compounds, 0.88% hits; AID 493091, 2011; Recombinant Scp1, phosphopeptide, malachite green phosphate absorbance; inhibition, % at 20 µM;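 active = inhibition above about 50% at 20 µM, limit read from the data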;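 also: plate controls were DMSO wells with enzyme for no effect and wells lacking enzyme for full effect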
Target sequence (Q9GZU7 76-261 limits assumed): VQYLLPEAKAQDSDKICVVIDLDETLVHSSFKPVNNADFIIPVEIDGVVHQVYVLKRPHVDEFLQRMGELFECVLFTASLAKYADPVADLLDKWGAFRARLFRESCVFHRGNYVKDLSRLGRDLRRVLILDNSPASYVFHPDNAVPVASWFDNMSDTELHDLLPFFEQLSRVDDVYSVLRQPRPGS
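System: SCP-1 catalytic domain; Reagent: Phospho 17-mer peptide substrate; Doses: one concentration, 20 µM, with 1.0% DMSO; Incubation: 45 min room-temperature reaction, 5 min colour, 30 min stabiliser; Signal: Phosphate-binding colour reagent, absorbance read at 630 nm.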
NadD inh – inhibitors of S. aureus NadD, primary screen, biochemical, colorimetric, uHTS; Nicotinate-nucleotide adenylyltransferase NadD (Staphylococcus aureus N315); purified NadD enzyme, colorimetric absorbance read-out; inhibition, % at 20 µM; 360,000 compounds, 0.78% hits; AID 602399, 2012; in the data active = inhibition above about 26%; also: some compounds past the cut are filed as inactive
* hit, by the source's call; i = inactive; · = not tested or not shown; & = joins results of further samples. The list is partial (hit frequency here may not be typical).

item	Molecule	Neddyl block	SKN-1 inh	STEP inh	Tb MetRS inh	LMPTP inh
1	OCC(O)CN1CCN(c2ccccc2)CC1 (centres undefined)	i	7	0	-1.1	-0.9
2	CCC12CCCN3CCc4c(n(c5ccccc45)C(O)(C(=O)OC)C1)C32 (centres undefined)	i	-2	2	-0.3	1.6
3	COc1ccc(S(=O)(=O)Nc2nnc(CC(C)C)s2)cc1	i	-3	-2	-0.4	1.0
4	O=C1c2c(O)cccc2C(C2OC(CO)[C@@H](O)[C@H](O)[C@H]2O)c2cc(CO)cc(O)c21 (some centres undefined)	i	6	0	-0.2	2.4
5	COc1cc(NC(=O)c2cc(C3CC3)on2)c(OC)cc1Cl	i	-3	0	-1.5	1.9
6	C[C@H]1c2cccc(O)c2C(O)=C2C(=O)C3(O)C(O)=C(C(N)=O)C(=O)[C@@H](N(C)C)[C@@H]3[C@@H](O)[C@@H]21 (some centres undefined)	i	1	-2	-1.1	0.7
7	Nc1cc(=O)[nH]c(N)n1	i	6	-5	-0.2	-0.8
8	CN(C)CCOC(=O)C(c1ccccc1)C1(O)CCCC1 (centres undefined)	i	4	-2	-0.5	-0.6
9	CCCN(CCC)C(=O)C(CCC(=O)O)NC(=O)c1ccccc1 (centres undefined)	i	-4	-2	-0.6	-0.8
10	CN1CCC(=C2c3ccccc3CC(=O)c3sccc32)CC1	i	10&-5&12	0&4&-2	-0.7&-0.7&-0.4	0.1&3.8&-0.8

item	SUMO1-SIM PPI	DNMT1 inh	CendR NRP1 mod	Scp1 inh	NadD inh
1	7	-1	2	-17	0
2	18	-25	-8	-1	3
3	9	5	-2	-3	6
4	-22	-5	37*	-2	3
5	1	7	-8	-5	-5
6	1	-2	-6	-14	-1
7	-4	-1	-12	-11	-2
8	4	2	5	-3	0
9	4	1	-8	-3	2
10	0&9&-5	1&2&1	-11&4&3	-1&-14&27	-1&2&-4

New compounds follow.
item	Molecule	Neddyl block	SKN-1 inh	STEP inh	Tb MetRS inh	LMPTP inh
11	CN1CCN(c2c(F)cc3c(=O)c(C(=O)O)cn4c3c2SCC4)CC1	·	3	0	-0.9	-2.8
12	Cc1oncc1C(=O)Nc1ccc(C(F)(F)F)cc1	i	10	-1	-0.4	-0.1
13	CN1CCN(CCCN2c3ccccc3Sc3ccc(S(=O)(=O)N(C)C)cc32)CC1	i	13	2	-0.7	-4.0
14	O=C(NCCN1CCOCC1)c1ccc(Cl)cc1	i	3	-3	-0.5	-0.3
15	CCOc1ccc(NC(=S)N2CCC(C(O)(c3ccccc3)c3ccccc3)CC2)cc1	i	-11	0	-0.5	1.3
16	O=C(O)CCCCCCCC(=O)O	i	11	2	-0.7	-1.4
17	CC(=O)N(CC(O)CO)c1c(I)c(C(=O)NCC(O)CO)c(I)c(C(=O)NCC(O)CO)c1I (centres undefined)	i	-3	2	-0.7	-1.5
18	CN(C)CCC[C@@]1(c2ccc(F)cc2)OCc2cc(C#N)ccc21	i	4	-2	1.2	-1.6
19	CCCCOC(=O)c1ccc(N)cc1	i	10	-2	-0.3	-0.8
20	O=C1c2ccccc2C(=O)c2c(O)c(O)cc(O)c21	i	57	24	-2.2	66*

item	SUMO1-SIM PPI	DNMT1 inh	CendR NRP1 mod	Scp1 inh	NadD inh
11	-3	-5	8	-4	2
12	4	-1	3	-6	3
13	-9	1	-8	-9	-6
14	-2	-3	-9	-6	0
15	1	-8	-1	10	0
16	1	6	2	-6	-2
17	2	1	-6	19	-5
18	-82	-1	8	-9	1
19	1	7	-4	-11	-3
20	36	79*	16	76*	14

Single records, from the list above. Order of screens: Neddyl block, SKN-1 inh, STEP inh, Tb MetRS inh, LMPTP inh, SUMO1-SIM PPI, DNMT1 inh, CendR NRP1 mod, Scp1 inh, NadD inh
CN1CCN(c2c(F)cc3c(=O)c(C(=O)O)cn4c3c2SCC4)CC1 is entered as ·, 3, 0, -0.9, -2.8, -3, -5, 8, -4, 2
CN1CCN(CCCN2c3ccccc3Sc3ccc(S(=O)(=O)N(C)C)cc32)CC1 is entered as i, 13, 2, -0.7, -4.0, -9, 1, -8, -9, -6
O=C(NCCN1CCOCC1)c1ccc(Cl)cc1 is entered as i, 3, -3, -0.5, -0.3, -2, -3, -9, -6, 0

Next part
item	Molecule	Neddyl block	SKN-1 inh	STEP inh	Tb MetRS inh	LMPTP inh
21	CC(=O)OCC(=O)C1(O)CCC2C3CCC4=CC(=O)C=CC4(C)C3(F)C(O)CC21C (centres undefined)	i	15	-5	-0.1	-0.3
22	O=c1c(O[C@@H]2O[C@H](CO)C(O)C2O)c(-c2ccc(O)c(O)c2)oc2cc(O)cc(O)c12 (some centres undefined)	i	3	0	0.5	-1.4
23	Cc1ccsc1/C=C/C1=NCCCN1C	i	6&4&6	0&1&-1	-0.9&-0.4&-0.5	-0.3&-0.4&-1.3
24	Oc1cc2c(cc1O)C1c3ccc(O)c(O)c3OCC1(O)C2 (centres undefined)	i	46	4	-2.5	3.2
25	C[C@]12CC[C@H]3C(=CCc4cc(O)ccc43)[C@@H]1CCC2=O	i	15	1	0.3	1.0
26	CC[C@]12CCCN3CCc4c(n(c5ccccc45)[C@@](O)(C(=O)OC)C1)[C@@H]32	i	7	1	-2.8	-0.2
27	CCC(Cc1c(I)cc(I)c(N)c1I)C(=O)O (centres undefined)	i	12	1	-0.8	0.3
28	COc1cc(C(=O)NCCCCCC(=O)O)cc(OC)c1OC	i	-14	-3	-1.1	-0.5
29	COc1cc(C)nc(-n2nc(C)cc2OC)n1	i	6	1	-1.6	-0.5
30	COc1cc2c(c(OC)c1OC)-c1c(cc(OC)c(OC)c1OC)C[C@H](C)[C@H](C)C2	i	1	2	-0.3	-0.7

item	SUMO1-SIM PPI	DNMT1 inh	CendR NRP1 mod	Scp1 inh	NadD inh
21	4	16	-5	0	-2
22	-5	14	-9	-15	-1
23	-18&-16&-13	-2&1&1	-5&1&-5	-14&-9&-9	-5&6&1
24	10	10	21	61*	2
25	0	-4	-8	-3	-4
26	-2	3	-8	-7	-4
27	7	-2	-7	-19	-3
28	3	-2	-5	-1	1
29	2	3	10	-3	0
30	7	4	21	-6	-12

Look-ups from the entries so far.
no. 26 – NadD inh: -4
no. 27 – SUMO1-SIM PPI: 7

Carrying on.
item	Molecule	Neddyl block	SKN-1 inh	STEP inh	Tb MetRS inh	LMPTP inh
31	CC1CCc2c(N3CCC(O)CC3)c(F)cc3c(=O)c(C(=O)O)cn1c23 (centres undefined)	·	4	-2	-1.6	-1.4
32	O=C(c1ccccc1)c1ccc2n1CCC2C(=O)O (centres undefined)	i	-20	2	-1.2	-1.0
33	Nc1ncnc(Nc2ccccc2)n1	i	-7	2	-0.7	-0.5
34	C[C@H]1c2cccc(O)c2C(O)=C2C(=O)[C@]3(O)C(O)=C(C(N)=O)C(=O)[C@@H](N(C)C)[C@@H]3[C@@H](O)[C@@H]21	i	12	2	-0.7	5.2
35	CN=C(N)NC(=O)Nc1c(C)cccc1C	i	29	-2	0.1	-1.8
36	CCOC(=O)Nc1ccc2c(c1)N(C(=O)CCN1CCOCC1)c1ccccc1S2	i	1&7	0&2	-1.3&-0.7	-1.9&-1.2
37	CC1(C)Oc2ccc(C#N)cc2[C@@H](N2CCCC2=O)[C@@H]1O	i	-1	4	-0.7	-1.0
38	C#C[C@]1(O)CC[C@H]2[C@@H]3CCC4=CC(=O)CC[C@@H]4[C@H]3CC[C@@]21CC	i	13&-5	1&-1	0.6&-1.8	-0.4&-1.2
39	CCCc1cc(C(N)=S)ccn1	i	0	0	-0.1	-1.7
40	CC(C)(C(=O)c1cccnc1)c1cccnc1	i	25	-4	-1.0	-0.2

item	SUMO1-SIM PPI	DNMT1 inh	CendR NRP1 mod	Scp1 inh	NadD inh
31	-1	0	-1	-14	-4
32	3	1	-8	-9	-1
33	2	6	6	-9	-1
34	0	1	11	-9	-3
35	-6	-3	7	-7	1
36	0&6	-6&-4	8&-1	7&-14	-1&0
37	1	-1	1	-3	3
38	2&0	4&-1	-22&-9	-20&-6	-1&-2
39	-2	2	0	-14	5
40	4	21	1	-14	4

Only Neddyl block and SKN-1 inh (two entries from above):
entry | canonical_smiles | Neddyl block | SKN-1 inh
37 | CC1(C)Oc2ccc(C#N)cc2[C@@H](N2CCCC2=O)[C@@H]1O | i | -1
38 | C#C[C@]1(O)CC[C@H]2[C@@H]3CCC4=CC(=O)CC[C@@H]4[C@H]3CC[C@@]21CC | i | 13&-5

Following part.
item	Molecule	Neddyl block	SKN-1 inh	STEP inh	Tb MetRS inh	LMPTP inh
41	COc1ccccc1OC(=O)Oc1ccccc1OC	i	2	-2	0.1	0.0
42	O=C1CCc2cc(OCCCCc3nnnn3C3CCCCC3)ccc2N1	i	9	-1	-1.5	1.8
43	COc1ccc(Sc2ccc(NC(=O)c3ccccc3Cl)cc2C#N)cc1	i	28	0	-1.4	5.3
44	CCN(CC)S(=O)(=O)c1ccc(C(=O)O)cc1	i	-1	-2	-0.1	-1.7
45	COc1c(O)cc2c(c1O)[C@@H]1O[C@H](CO)[C@@H](O)[C@H](O)[C@H]1OC2=O	i	-1	-2	-0.4	-2.0
46	CCOC(=O)Nc1ccc(NCc2ccc(F)cc2)nc1N	i	14	-15	1.1	3.2
47	CCN(CC)CCOC(=O)C(c1ccccc1)c1ccccc1	i	4	-3	-0.2	-0.7
48	C/C=C(/C)C(=O)O[C@@H]1c2cc3c(c4c2[C@@]2(CO4)C(=O)C(OC)=C(OC)C=C2C[C@@H](C)[C@H]1C)OCO3	i	15	-2	-0.1	-0.2

item	SUMO1-SIM PPI	DNMT1 inh	CendR NRP1 mod	Scp1 inh	NadD inh
41	5	3	18	-18	-6
42	-2	0	1	-4	4
43	10	-7	2	-13	-2
44	2	2	5	-5	-9
45	-5	4	-7	-7	-2
46	23	36	-94	-9	28
47	4	0	-9	29	-5
48	-1	4	-20	6	3
